yeast bub3 = NCI yeast anticancer drug screen, S. cerevisiae bub3 mutant strain; growth inhibition, % at 50 µM; actives 9.9% (n = 78,000);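 also: 0% = growth of vehicle-only cultures of the same strain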
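Inhibition values come from growth of compound-treated mutant yeast normalised to vehicle-treated controls.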
yeast mec2-1 = NCI yeast anticancer drug screen, S. cerevisiae mec2-1 strain; growth inhibition, % at 50 µM; actives 9% (n = 79,000);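 also: 0% = growth of vehicle-only cultures of the same strain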
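mec2-1 yeast strain, carrying an alteration in DNA damage repair or cell cycle control, was exposed to compounds; growth inhibition was measured relative to vehicle-treated controls.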
rad50 = NCI yeast anticancer drug screen, S. cerevisiae rad50 strain | actives 10% (n = 79,000) | AID 155 | % growth inhibition at 50 µM;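 also: 0% = growth of vehicle-only cultures of the same strain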
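Growth of the mutant yeast was measured after compound exposure and referenced to vehicle-treated cultures.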
sgs1 mgt1 = NCI yeast anticancer drug screen, S. cerevisiae sgs1 mgt1 strain | AID 161 | actives 10% (n = 78,000) | % growth inhibition at 50 µM;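 also: 0% = growth of vehicle-only cultures of the same strain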
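Compounds are added to genetically altered yeast, and growth is compared with cultures given vehicle alone to give percent inhibition.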
cln2 rad14 = NCI yeast anticancer drug screen, S. cerevisiae cln2 rad14 strain. % growth inhibition at 50 µM. actives 8.3% (n = 78,000);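 also: 0% = growth of vehicle-only cultures of the same strain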
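cln2 rad14 yeast strain; compound exposure; growth inhibition read vs vehicle controls.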
yeast mlh1 rad18 = NCI yeast anticancer drug screen, S. cerevisiae mlh1 rad18 strain; actives 11% (n = 79,000); AID 175; growth inhibition, % at 50 µM;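 also: 0% = growth of vehicle-only cultures of the same strain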
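Compound-treated yeast growth, normalised to vehicle controls. Strain bears defined DNA repair mutations.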
Starred values were filed as active, the others as inactive; x = no result given; & = joins results of further samples. Rule as the data show it: active = growth inhibition above about 70%; inactive = the rest. An unsorted share of the library, and some 14% of all compounds hit somewhere here.

SMILES	yeast bub3	yeast mec2-1	rad50	sgs1 mgt1	cln2 rad14	yeast mlh1 rad18
CCn1c(C)nc2ccccc21	-16	-7	-13	2	0	2
CC(OC(=O)c1ccc([N+](=O)[O-])cc1)C(C)OC(=O)c1ccc([N+](=O)[O-])cc1 (centres undefined)	0	0	-15	-15	-36	1
CC1=C(C(=O)Nc2cccc(C(F)(F)F)c2)C(c2ccc(O)cc2)C(C(=O)Nc2cccc(C(F)(F)F)c2)=C(C)N1	22	36	34	62	30	19
CCOC(=O)c1c(-c2ccc([N+](=O)[O-])cc2)c(C=O)n(-c2ccccc2)c1C	37	-5	4	-1	-22	7
O=NN(CCCl)C(=O)Oc1cc(Cl)c(Cl)cc1Cl	92*	93*	88*	93*	90*	91*
Cc1cc(N)n2c(nc3ccccc32)c1C#N	5	6	2	4	-5	-11
C=Cc1cc(Cl)ccc1Cl	24	9	34	4	-14	3
CC(=O)N(C)O	-20	17	21	-4	-6	0
O=c1nc2sc3ccc4ccccc4c3n2nc1-c1ccccc1	13	3	-2	16	3	-7
CC(=O)NC(Cc1cccc(C)c1)C(=O)O (centres undefined)	9	1	14	-2	-8	8
C=CCNC(=S)N/N=C(/c1ccccn1)C(C)C	96*	98*	90*	97*	91*	96*
CCC1SC(=S)N(c2ccc(Cl)cc2)C1=O (centres undefined)	6	27	45	66	-12	65
Nc1ccc(OCCCc2c(-c3ccccc3)nc(N)[nH]c2=O)cc1	24	-14	15	10	8	24
CC(=O)N(CCCc1ccccc1)C(C)(C)C	2	5	6	-3	-22	6
Oc1ccc2ccccc2c1Br	44	55	46	40	26	36
Nc1cc(Br)c2cccnc2c1O	94*	95*	97*	98*	94*	96*
O=C(NCCCCCCCCNC(=O)c1cccc2ccccc12)c1cccc2ccccc12	-10	25	14	3	-9	17
c1ccc(SSc2ccccn2)nc1	100*	100*	96*	53	100*	99*
Cc1ccc(NC(=O)CC2C(=O)Nc3ccccc3S2(=O)=O)c(C)c1 (centres undefined)	-3	-25	-25	-7	21	-11
COc1cccc2c1C(=O)c1c(O)c3c(c(O)c1C2=O)CC(O)(C(C)=O)CC3OC1OC(COC(C)=O)C(OC(C)=O)C(OC(C)=O)C1OC(C)=O (centres undefined)	99*	98*	95*	98*	97*	98*

Part of the list above, as labelled records.
canonical_smiles: O=NN(CCCl)C(=O)Oc1cc(Cl)c(Cl)cc1Cl
  yeast bub3: 92*
  yeast mec2-1: 93*
  rad50: 88*
  sgs1 mgt1: 93*
  cln2 rad14: 90*
  yeast mlh1 rad18: 91*
canonical_smiles: Cc1cc(N)n2c(nc3ccccc32)c1C#N
  yeast bub3: 5
  yeast mec2-1: 6
  rad50: 2
  sgs1 mgt1: 4
  cln2 rad14: -5
  yeast mlh1 rad18: -11

More compounds.
SMILES	yeast bub3	yeast mec2-1	rad50	sgs1 mgt1	cln2 rad14	yeast mlh1 rad18
Nc1ccc2[nH]c3ccccc3c2c1	25	-18	92*	40	-38	17
CC(=O)/C(=C\c1ccccc1Cl)C(=O)CCN(C)C	18	38	37	74*	21	81*
O=C(/C(N=Nc1ccccc1)=C(\O)c1ccccc1)c1ccccc1	7	-10	-8	2	12	-6
NS(=O)(=O)c1ccc(NO)cc1	7	-7	-16	6	-15	10
O=C(Nn1c(-c2ccccc2)nc2ccccc2c1=O)c1ccc(CS)cc1	51	43	79*	60	28	48
COC(=O)/C(Cc1cccc(OC(C)=O)c1C(=O)OC)=N/O	13&-9	12&16	3&-9	-4&9	-100&-10	4&-13
c1ccc(CN2COc3ccc4ccccc4c3C2)cc1	35	-27	-12	16	-19	11
CC(=O)Oc1cc2c(c(=O)n1C)C(C)N(C)C2=O (centres undefined)	-5	-5	9	-5	-12	-2
CC(C)=CCCC(C)C1CCC2(C)C3=C(CCC12C)C1(C)CCC(O)C(C)(C)C1CC3 (centres undefined)	15&8	3&16	10&33	21&28	0&26	30&24
CCCCCCCCCCCCCCCCCC(O)CCCCCCCCCCCCCCCCC	2	-8	-17	-8	-47	-8
CCN(CC)c1ccc(/C=N\N(C)C)cc1	-2	-13	0	-5	-48	-7
COc1cc(NC(=S)NC(C)C)c2ncccc2c1	-5	0	-4	6	-69	-21
O=C(Cl)c1ccccc1Sc1ccccc1	-32	-3	-4	-8	-36	0
Clc1cc(-c2ccccc2)nc2ccccc12	x	44	75*	x	x	31
NC1=NC(=O)N(C2CC(O)C(COP(=O)(O)O)O2)C(I)C1 (centres undefined)	-1	0	32	13	-29	13
O=C(O)CCC(=O)OCN1C(=O)C2C3C=CC(C2C1=O)C1C2C(=O)N(COC(=O)CCC(=O)O)C(=O)C2C31 (centres undefined)	5	0	-11	-18	-11	14
C[n+]1c(/C=C\c2ccc(O)cc2)cc(C(N)=O)c2ccccc21	4	12	19	17	3	8
COc1ccc(I)cc1	-4	-16	-2	4	-2	2
CCOC(=O)c1sc(N)nc1N1CCCC1	7	-24	2	-10	10	-2
O=C(NCCCCCCNC(=O)n1cc(F)c(=O)[nH]c1=O)NCCCOCCOCCOCCOCCOCCOCCOCCOCCOCCOCCOCCOCCOCCOCCOCCOCCOCCOCCOCCOCCOCCCNC(=O)C(O)C(O)C(OC1OC(CO)C(O)C(O)C1O)C(O)CO (centres undefined)	48	89*	74*	81*	27	-10

6 compounds already listed, ordered by number of heavy atoms, lowest first:
SMILES	yeast bub3	yeast mec2-1	rad50	sgs1 mgt1	cln2 rad14	yeast mlh1 rad18
COc1ccc(I)cc1	-4	-16	-2	4	-2	2
Nc1ccc2[nH]c3ccccc3c2c1	25	-18	92*	40	-38	17
CCN(CC)c1ccc(/C=N\N(C)C)cc1	-2	-13	0	-5	-48	-7
Clc1cc(-c2ccccc2)nc2ccccc12	x	44	75*	x	x	31
COc1cc(NC(=S)NC(C)C)c2ncccc2c1	-5	0	-4	6	-69	-21
CC(C)=CCCC(C)C1CCC2(C)C3=C(CCC12C)C1(C)CCC(O)C(C)(C)C1CC3 (centres undefined)	15&8	3&16	10&33	21&28	0&26	30&24

(cont.)
SMILES	yeast bub3	yeast mec2-1	rad50	sgs1 mgt1	cln2 rad14	yeast mlh1 rad18
CC(C)CC(CC(C)C)OB(OC(CC(C)C)CC(C)C)OC(CC(C)C)CC(C)C	0	-15	-28	-15	11	-8
OCC(O)C(O)C(O)C(O)CO (centres undefined) (tested in a mixture with another compound)	x	x	x	-4&-3&15&-5&18&0	x	14&11&8&-6&13&16
COc1cc2c(cc1C(C)c1ccc(OCc3ccccc3)cc1)OCO2 (centres undefined)	0	-1	-1	-9	-13	10
COc1cccc(Oc2ccc(C)c[n+]2CC(C)=O)c1	-2	-5	-66	-16	-5	0
Cc1ccc(NC2=CC(=O)C(NO)c3ccccc32)cc1 (centres undefined)	22	21	39	36	44	60
Cc1ccc(/C=C2\CCC/C(=C\c3ccc(O)c(CN4CCCCC4)c3)C2=O)cc1	67	-15	7	71*	42	84*
CN=c1ss/c(=N\C(=S)N(C)C)n1-c1ccccc1	42	-7	-17	-19	4	-22
COc1cc(/C=C/C(=O)OCC23CC[C@@]4(C(=O)O)CCC(C)[C@H](C)C4C2=CCC2[C@@]4(C)CC[C@H](O)C(C)(C)C4CC[C@]23C)ccc1O (some centres undefined)	-2	10	20	27	5	7
COc1cc([N+](=O)[O-])c(S(=O)(=O)O)cc1-[n+]1nc(C(=O)Nc2ccccc2)nn1-c1ccc([N+](=O)[O-])c(S(=O)(=O)[O-])c1	-16	-24	-6	-32	-22	0
COc1ccc(C(=O)N2CCN(C)CC2)cc1OC	-2	-4	19	-8	13	4
N#Cc1c(NC(=O)C(Cl)(Cl)Cl)sc2c1CCCC2	-11	-22	-4	-22	-5	-13
C(=C1\COC(c2ccccc2)=N1)/c1ccc2c(c1)OCO2	-5	15	-13	14	-20	27
S=c1[nH]c(-c2ccccc2)cs1	74*	85*	80*	92*	80*	89*
NC(=S)N/N=C/c1ccc(N)cn1	8	17	-4	0	0	-9
CCOC(=O)CC(C(=O)OCC)C1=Nc2cccc3cccc(c23)NC1=O (centres undefined)	8	-7	28	-5	11	2
CN(C)c1ccc(/C=C(/C#N)C(N)=O)cc1	x	-13	19	x	x	3
Cc1c2ccncc2c(C)c2c1oc1ccccc12	96*	51	39	45	94*	50
CN(CCc1ccccn1)c1nc(=[N+](C)C)ss1	-16	0	-2	-6	-42	5
C[CH2][Sn]([CH2]C)([O]P(=O)(C[Si](C)(C)C)c1ccccc1)[O]P(=O)(C[Si](C)(C)C)c1ccccc1 (centres undefined)	53	9	0	4	24	17
CC(c1ccc(N)cc1)n1cnc2c(Cl)ncnc21 (centres undefined)	9	18	-4	4	-6	8

The final 4 records of the section before open the next one:
SMILES	yeast bub3	yeast mec2-1	rad50	sgs1 mgt1	cln2 rad14	yeast mlh1 rad18
Cc1c2ccncc2c(C)c2c1oc1ccccc12	96*	51	39	45	94*	50
CN(CCc1ccccn1)c1nc(=[N+](C)C)ss1	-16	0	-2	-6	-42	5
C[CH2][Sn]([CH2]C)([O]P(=O)(C[Si](C)(C)C)c1ccccc1)[O]P(=O)(C[Si](C)(C)C)c1ccccc1 (centres undefined)	53	9	0	4	24	17
CC(c1ccc(N)cc1)n1cnc2c(Cl)ncnc21 (centres undefined)	9	18	-4	4	-6	8
CCOC(=O)C(CCOC)C(=O)OCC	96*	71*	73*	44	42	44
Cc1ccc(N[P+](c2ccccc2)(c2ccccc2)c2ccccc2)cc1.[Cl][Fe]([Cl])([Cl])[Cl]	12	3	44	23	-8	13
CCOC(=Nc1cccc2ccccc12)Nc1cccc2ccccc12	-16	-7	-6	-9	-25	-7
COc1cccc2c1C(=O)c1c(O)c3c(c(O)c1C2=O)C[C@@](O)(/C(C)=N\NC=O)C[C@@H]3OC1CC(N)C(O)C(C)O1 (some centres undefined)	76*	49	75*	73*	40	76*
c1ccc(COCCc2ccccn2)cc1	-22	-20	-5	-4	-26	-20
CCC(c1ccc(N(CC)CC)cc1[N+](=O)[O-])c1ccc(N(CC)CC)cc1[N+](=O)[O-]	29	26	29	45	37	20
CN(CN(C)/N=C/c1ccccc1O)/N=C\c1ccccc1O	2	0	4	11	-17	9
CC1CC[N+]2(C)CCCC12 (centres undefined)	-24	-4	1	-5	-39	-12
CC(=O)NC1(C)CCC(C(C)(C)NC(C)=O)CC1 (centres undefined)	11	-13	-28	-17	-9	-34
O=C1CCC(=O)C2CC=CCC12 (centres undefined)	1	-14	4	-6	-15	7
Cc1ccccc1N1C(=O)C(=O)C(c2nc3ccccc3s2)C(=O)C1=O	-4	3	-6	-1	-9	-3
COc1c(O)c(C=O)c(Br)c(C=O)c1O	99*	82*	98*	99*	67	99*
CCC(C)C1(O)OC2CC3(C)OC(=CC3=O)/C(C)=C\C3OC(=O)C1(C)C32 (centres undefined)	-20	-31	8	38	6	-36
Cc1cccc(C)c1NC(=O)CCC(=O)NNc1nnc(C)n1N	-19	-28	-36	-31	1	-29
CC(=O)N(Cc1ccccc1)C1CC(=O)N(Cc2ccccc2)C1=O (centres undefined)	29	3	-13	12	-41	21
N#CCC1CC=CCC1CC#N (centres undefined)	-15	0	6	-19	-45	-3

Taken from above:
`N#CCC1CC=CCC1CC#N` (centres undefined) – yeast mlh1 rad18: -3
`CCC(C)C1(O)OC2CC3(C)OC(=CC3=O)/C(C)=C\C3OC(=O)C1(C)C32` (centres undefined) – yeast mlh1 rad18: -36
`COc1cccc2c1C(=O)c1c(O)c3c(c(O)c1C2=O)C[C@@](O)(/C(C)=N\NC=O)C[C@@H]3OC1CC(N)C(O)C(C)O1` (some centres undefined) – yeast mlh1 rad18: 76*
